SMARCA2 act = SMARCA2 function activation, primary screen. MG213 cells, MMTV-luciferase reporter, dexamethasone, overnight. activation, % at 9.1 µM. 370,000 tested, 1% active. AID 652017; in the data active = activation above about 7.8%;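 note: 0% = vehicle wells and 100% = reference activator wells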
DAX1 inh-1 = blocks DAX1 repression of SF-1 activated StAR promoter; 370,000 tested, 1.1% active; HEK293T StAR-luciferase reporter, SF-1/DAX-1 repression relief; AID 652010; inhibition, % at 6.8 µM;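 active = inhibition above the mean over all tested compounds plus 3 SD, cut at about 3.6% in these data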;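 note: 0% = DAX-1 cells with DMSO and 100% = cells lacking DAX-1 with DMSO; higher inhibition means more luminescence from relief of DAX-1 repression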
DAX1 inh-2 = NR0B1 (DAX1) inhibition. P51843. HEK293 Gal4-DAX1 luciferase reporter, luminescence. inhibition, % at 6.75 µM. 340,000 tested, 0.99% active. AID 504766;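 active = inhibition above the mean over all tested compounds plus 3 SD, cut at about 4.2% in these data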;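 note: 0% = DAX1-transfected cells with DMSO and 100% = empty-vector control cells with DMSO; inhibition shows as a rise in luminescence from relieved DAX1 repression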
Target sequence (P51843 207-470 limits assumed): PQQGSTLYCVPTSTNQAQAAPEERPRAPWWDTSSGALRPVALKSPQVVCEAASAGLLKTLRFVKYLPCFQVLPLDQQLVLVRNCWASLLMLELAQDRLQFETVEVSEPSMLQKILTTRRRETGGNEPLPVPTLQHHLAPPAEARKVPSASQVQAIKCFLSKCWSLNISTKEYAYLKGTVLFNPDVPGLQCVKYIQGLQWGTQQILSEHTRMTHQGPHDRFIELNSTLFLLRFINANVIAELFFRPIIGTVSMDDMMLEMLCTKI
KLK7 zymogen act = activators of human kallikrein-7 zymogen | activation, % at 7 µM | purified proKLK7, EDANS-DABCYL substrate fluorescence; 100% is mature enzyme control, 0% vehicle | 370,000 tested, 0.9% active | P49862;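 active = activation above the mean of all tested compounds plus 3 SD, computed per campaign excluding outliers beyond control limits, cut at about 13% in these data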
Target sequence (P49862 whole entry, looked up): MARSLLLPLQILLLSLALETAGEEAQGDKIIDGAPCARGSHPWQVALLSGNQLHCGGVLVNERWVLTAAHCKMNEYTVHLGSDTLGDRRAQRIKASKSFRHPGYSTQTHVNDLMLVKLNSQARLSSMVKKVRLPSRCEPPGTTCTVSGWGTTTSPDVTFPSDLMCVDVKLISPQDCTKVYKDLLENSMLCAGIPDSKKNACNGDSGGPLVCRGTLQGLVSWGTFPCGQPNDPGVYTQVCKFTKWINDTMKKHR
GC-B act = GC-B (human) receptor activation; AID 1920062; activation, % at 10 µM; P20594; 370,000 tested, 0.11% active; HEK293-GC-B cells, CNP EC30, cGMP TR-FRET; 0% at EC30 CNP, 100% saturating CNP;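 active = activation at 10 µM reaching about 35% in either raw or pattern-adjusted values, limit read from the data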
hcDAF-12 act = activators of H. contortus DAF-12 nuclear receptor. HEK293 hcDAF-12 lit1-tk-luc reporter, luminescence; 0% DMSO, 100% Δ7-dafachronic acid. activation, % at 6.8 µM. 370,000 tested, 1.4% active. AID 652067;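 active = activation above the mean of all tested compounds plus 3 SD, cut at about 5.5% in these data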;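 note: 100% = response to 3 µM Δ7-dafachronic acid high control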
NPR1 activator = GC-A (human) enzyme activation; HEK293 GC-A cells, cGMP TR-FRET, EC30 ANP; 0% at EC30 ANP, 100% saturating ANP; activation, % at 10 µM; 370,000 tested, 0.14% active; in the data active = activation above about 40%
GAA850 FXN act = frataxin GAA850 promoter activation | HEK293 lucGAA850 FXN promoter luciferase reporter, 24 h; percent of 10 µM SAHA response | activation, % at 6 µM | 360,000 tested, 0.56% active | AID 540364;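 active = activation above the average of all compounds screened plus 3 SD, cutoff fixed separately per campaign, cut at about 7.5% in these data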;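 note: 0% = DMSO wells and 100% = 10 µM SAHA wells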
hgDAF-12 ag = hgDAF-12 agonism, primary luciferase screen; HEK293 GAL4-hgDAF12 UAS-luciferase reporter, agonist luminescence; normalized to butyrate control; activation, % at 6.8 µM; AID 687014; 370,000 tested, 1.8% active;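 active = activation above a cutoff set at the mean of all screened compounds plus 3 SD, cut at about 10% in these data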;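 note: 0% = DMSO wells and 100% = sodium butyrate wells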
ssDAF-12 act = activates DAF-12 receptor from parasite S. stercoralis; HEK293 ssDAF-12/GRIP1 lit1-tk-luc reporter, luminescence; % of 3 µM dafachronic acid response; activation, % at 6.8 µM; 370,000 tested, 1% active; AID 652126;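 active = activation above the mean over all tested compounds plus 3 SD, cut at about 0.9% in these data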;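 note: 0% = DMSO-only wells and 100% = 3 µM delta7-dafachronic acid wells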
HGIII-sPLA2 inh = Blocks human group III sPLA2 activity; QFRET BODIPY PC-A2 liposome hydrolysis, fluorescence; inhibition, % at 12.2 µM; 370,000 tested, 0.56% active;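 active = inhibition above mean plus 3 SD of compounds lying within the high and low control bounds, cut at about 19% in these data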;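 note: 0% = median of test compound wells and 100% = no enzyme DMSO wells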
Target sequence (Q9NZ20 whole entry, looked up): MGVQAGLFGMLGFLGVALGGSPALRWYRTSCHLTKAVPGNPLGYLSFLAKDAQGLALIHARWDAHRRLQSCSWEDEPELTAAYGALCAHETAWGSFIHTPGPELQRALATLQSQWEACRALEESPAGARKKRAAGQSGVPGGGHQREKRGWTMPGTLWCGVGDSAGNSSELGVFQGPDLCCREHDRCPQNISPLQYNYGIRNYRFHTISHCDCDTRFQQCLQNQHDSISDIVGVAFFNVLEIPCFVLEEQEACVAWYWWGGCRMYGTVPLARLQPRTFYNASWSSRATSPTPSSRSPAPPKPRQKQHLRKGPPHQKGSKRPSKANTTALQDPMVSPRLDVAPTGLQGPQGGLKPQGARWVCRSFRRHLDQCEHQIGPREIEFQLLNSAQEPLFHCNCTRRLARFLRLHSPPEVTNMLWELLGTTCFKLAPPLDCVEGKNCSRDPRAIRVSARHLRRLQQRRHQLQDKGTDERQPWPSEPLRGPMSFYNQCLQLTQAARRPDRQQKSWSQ
Starred values were filed as active, the others as inactive; nt = no result given. Compounds were not picked by outcome; any-hit rate near 6.7%.

SMILES | SMARCA2 act | DAX1 inh-1 | DAX1 inh-2 | KLK7 zymogen act | GC-B act | hcDAF-12 act | NPR1 activator | GAA850 FXN act | hgDAF-12 ag | ssDAF-12 act | HGIII-sPLA2 inh
CCN1C(=O)[C@H]2[C@@H](c3ccc(-c4ccc5c(c4)OCO5)cc3)N3CCC[C@@]3(C(=O)OC)[C@H]2C1=O | 3 | -0.5 | 1.2 | 4.3 | 5 | 0.1 | 3 | 1.2 | -0.7 | -1.3 | -7
Cc1ccc(OCC(=O)NCc2ccccc2)c([N+](=O)[O-])n1 | -2 | 0.0 | 0.1 | -0.8 | 0 | -0.5 | 4 | 4.7 | 0.2 | -1.5 | -4
Nc1nc(SCC(=O)N2CCCC2)[nH]c(=O)c1-c1ccccc1 | 0 | -0.6 | 0.6 | -1.0 | 4 | -0.8 | 0 | -0.8 | -1.1 | -1.2 | 7
CCOC(=O)C(CCCCCCP(=O)(c1ccccc1)c1ccccc1)NC(C)=O (stereo not given) | 0 | 0.2 | 1.3 | -0.2 | -3 | 0.1 | 0 | -0.9 | -0.6 | -0.6 | -3
NC(=O)c1ccc(Br)c(S(=O)(=O)N2CCCCC2)c1 | 0 | 0.5 | 0.1 | -0.2 | 1 | -2.2 | 1 | -0.3 | -2.9 | -1.3 | -10
N#Cc1c(-c2ccccc2)cc(C2CC2)nc1N | 1 | 0.4 | 0.5 | 4.8 | -2 | -2.2 | 1 | 8.3* | -1.0 | -1.3 | -6
Cc1ccc([N+](=O)[O-])cc1NC(=O)C[n+]1ccccc1 | 4 | 1.0 | 1.9 | -0.4 | 6 | 0.6 | 3 | 0.4 | -2.6 | -0.9 | 0
COC(=O)c1ccc(OCCCCN2CC(C)OC(C)C2)cc1 (stereo not given) | 1 | -2.1 | 0.2 | -0.4 | 1 | -1.6 | 2 | -0.8 | -1.4 | -2.2 | 3
O=C(NCc1ccc2c(c1)OCO2)C1CCCN1S(=O)(=O)c1ccc(Cl)cc1 (stereo not given) | -3 | 1.9 | 0.3 | -0.6 | 0 | -2.3 | -13 | -1.7 | -2.0 | -1.5 | 7
CC1CCN(C(=O)CN2C(=O)NC3(CCC(C)CC3)C2=O)CC1 (stereo not given) | 1 | 0.1 | 0.3 | 0.1 | 3 | -1.6 | -2 | -0.4 | 0.1 | -1.3 | -4
CCOC(=O)CNC(=O)CSc1nc2c(C)cccc2cc1CC | -3 | -0.5 | nt | 0.1 | 3 | -0.5 | -1 | 1.6 | -1.0 | -1.1 | 4
COc1ccc(-c2ccnc3nc(/N=C/N(C)C)nn23)cc1 | 0 | -0.4 | nt | 44* | -6 | -1.7 | 5 | nt | 1.9 | -1.3 | -1
COc1ccccc1NC(=O)/C=C/c1ccc2c(c1)OCO2 | 7 | 2.9 | 2.1 | -0.1 | -5 | 1.9 | -5 | 2.5 | 10 | -1.0 | -3
Cc1cc(NC(=O)C(C)SCC(=O)Nc2nc3c(F)cc(F)cc3s2)no1 (stereo not given) | -1 | -0.7 | 0.6 | -0.5 | -2 | -0.1 | 11 | -0.1 | 1.7 | -0.4 | -12
CCOC(=O)N1CCN(c2c(N3CCc4ccccc4C3)c(=O)c2=O)CC1 | 1 | -0.7 | 0.3 | 0.3 | -1 | -0.3 | 0 | 1.0 | -2.8 | -1.3 | -4
O=C(Cn1nc(C(=O)O)c2ccccc2c1=O)Nc1ccc(F)cc1F | -2 | 0.0 | 0.8 | 0.3 | -1 | 0.0 | -2 | 1.0 | -1.3 | -1.2 | 3
Cc1cc(C(F)(F)F)n2nc(-c3cnn(C)c3C(F)(F)F)cc2n1 | 5 | -1.3 | 1.2 | -0.5 | -1 | -1.8 | 4 | -1.9 | -0.7 | -1.5 | 0
COc1cccc(-n2nnc3c(=O)n(Cc4ccc(Cl)cc4)cnc32)c1 | 1 | 0.1 | -0.1 | 0.2 | 2 | -0.5 | -5 | 0.8 | 4.2 | -1.3 | -2
CCc1cccc(C)c1NC(=O)CN1C(=O)NC(CCc2ccccc2)C1=O (stereo not given) | -1 | -1.0 | 1.8 | 0.2 | -6 | -1.6 | 3 | -0.4 | 7.4 | -1.1 | -7
CC(NC(=O)CN1C(=O)COc2ccccc21)c1ccccc1 (stereo not given) | -2 | -0.1 | -0.2 | -0.1 | 4 | 2.1 | 2 | -2.2 | -0.6 | -1.9 | 4
Nc1ccc2oc(-c3cccs3)nc2c1 | -3 | 2.0 | -0.3 | 3.4 | -1 | 1.7 | 5 | 3.1 | 10 | 0.0 | 6
COc1cccc(C(=O)CSc2nnc(COc3cccc4cccnc34)o2)c1 | -6 | -0.8 | -2.1 | 0.1 | -5 | -3.4 | 2 | -5.0 | 3.5 | -1.6 | -29
O=C(Cc1ccc(Cl)cc1)N1CCN(c2ccc(F)cc2)CC1 | -1 | -0.5 | 0.6 | 0.1 | -6 | 0.4 | -4 | 0.5 | -0.1 | -0.6 | 1
CCn1ncc(/C=C/C(=O)c2ccccc2)c1C | 6 | 1.3 | 2.7 | 0.2 | 1 | 3.9 | 3 | 4.6 | 17* | 0.2 | 16
COC(=O)c1cc(C(=O)NCCC(C)C)cc([N+](=O)[O-])c1 | 1 | -0.5 | -0.5 | -0.1 | 3 | 1.4 | 0 | -0.5 | 1.1 | -1.4 | 3
CC1(C)CC(=O)C=C(N2CCCC2)C1 | -2 | 0.3 | 0.2 | -0.3 | 2 | 1.4 | 4 | -1.7 | -1.1 | -1.2 | 3
CC1(C)CC(CCNC(=O)c2ccco2)CC(C)(C)N1 | -1 | -0.1 | -2.0 | -0.2 | 2 | -0.1 | 0 | 0.9 | -0.7 | -0.3 | 0
CCOC(=O)C1Oc2ccccc2C(c2ccc(OC)cc2)=C1C(=O)OC (stereo not given) | 2 | -0.8 | -0.4 | -0.7 | -3 | -2.2 | -8 | -0.1 | 2.1 | -1.6 | 1
O=C(N/N=C/c1cc(Cl)ccc1O)c1ccccc1Br | 1 | -0.2 | -2.4 | -8.1 | 0 | -2.9 | 2 | 0.0 | -4.2 | 1.5* | -9
CCOC(=O)C(=C1Nc2ccccc2N1)n1c(-c2cnccn2)nc2ccccc21 | -2 | 1.0 | nt | -0.2 | 2 | 4.4 | -6 | nt | 1.3 | -0.4 | -5
O=C(NCCc1ccc(Cl)cc1)C1CCC(=O)N(C2CCCCCC2)C1 (stereo not given) | -1 | 0.4 | -0.1 | 0.4 | 0 | 1.1 | 0 | 0.1 | 1.8 | -0.5 | -6
Cc1cc(OCC(=O)Nc2ccc(N3CCN(C)CC3)cc2)ccc1Cl | 3 | -0.7 | 0.5 | -0.1 | 1 | 0.2 | -2 | 3.2 | 5.3 | -0.6 | -9
COc1ccc(S(=O)(=O)Nc2ccc3c(c2)C(=O)N([C@H](C)CO)C[C@H](C)[C@@H](CN(C)C(=O)Nc2ccc(C(F)(F)F)cc2)OCCCC[C@H](C)O3)cc1 | -4 | -1.5 | 0.8 | 0.9 | 1 | -0.3 | 1 | -6.1 | -7.2 | -1.3 | -24
COc1ccc(C(=O)NCCN2CCCC2)cc1OC | 0 | 0.1 | -0.2 | 0.0 | 0 | -1.5 | 3 | 1.4 | -1.1 | -1.5 | 6
COC(=O)C1=C(C)N(Cc2ccc(C(F)(F)F)cc2)C(=NCc2ccc3c(c2)OCO3)NC1c1cccc(Cl)c1 (stereo not given) | -4 | -1.7 | nt | 0.3 | -16 | -2.8 | -19 | nt | -0.7 | -1.4 | -8
Cc1nc2scc(C)n2c(=O)c1S(=O)(=O)NCCc1ccc(Cl)cc1 | -1 | 0.0 | -1.6 | -0.2 | 1 | -2.0 | -1 | 0.6 | 2.8 | -0.8 | -2
Cc1ccc(S(=O)(=O)N2CCN(C(=O)c3cc(S(=O)(=O)N4CCOCC4)ccc3F)CC2)cc1 | -1 | -2.2 | 0.1 | -0.2 | 2 | -0.8 | -2 | 0.1 | -0.4 | -0.8 | 13
COc1ccc2nc3c(nc2c1)CCCC3 | 0 | 0.4 | 1.0 | 2.2 | 2 | -1.1 | 1 | 1.1 | 1.7 | -0.4 | 7
CCCOc1ccc(C(C)(O)CN2CCOCC2)cc1 (stereo not given) | 3 | 0.4 | 0.1 | 1.0 | 11 | -1.3 | 1 | 0.7 | 1.1 | -1.1 | 11
COc1c(C)cc(Br)cc1C(=O)O | -3 | 0.2 | -0.3 | -0.1 | 10 | -2.1 | 4 | 1.4 | -0.2 | -1.0 | 2
Cc1c(C#N)c(O)n(C)c(=O)c1N=Nc1ccc(S(N)(=O)=O)cc1 | 0 | -1.3 | -0.1 | 0.9 | -3 | -0.2 | 6 | 3.0 | -0.8 | -1.2 | -2
Cc1cc(C)c(NC(=O)COc2nncc3ccccc23)c(C)c1 | 4 | -0.5 | 0.2 | 0.3 | 2 | 0.8 | 4 | 1.4 | -2.4 | 1.6* | 4
O=C1[C@H](Cc2ccccc2)NCC=CC[C@H](c2ccc(Cl)cc2)N1Cc1ccc(Cl)cc1 | 0 | 0.7 | -0.5 | 1.0 | -20 | -0.5 | -18 | 6.1 | 0.1 | -1.4 | -9
CCOC(=O)C1CCN(C(=O)CN(Cc2ccccc2)S(C)(=O)=O)CC1 | 1 | 0.3 | 0.3 | -0.2 | 3 | 0.5 | 3 | -0.7 | -0.3 | -1.5 | 4
O=C(CCSCCc1ccccn1)Nc1c(F)c(F)c(F)c(F)c1F | -1 | -0.3 | 0.4 | -0.3 | -3 | -2.4 | -2 | 4.3 | -2.3 | -1.2 | 10
CCOC(=O)Cn1cnc2c(C#N)c3n(c2c1=O)CCCCC3 | 0 | -0.1 | 0.3 | -0.3 | 4 | -2.1 | 5 | 1.1 | 0.5 | -0.9 | -2
O=C(NCCC1=CCCCC1)c1ccc(Cl)c(S(=O)(=O)N2CCCCC2)c1 | -2 | -7.1 | -2.0 | -0.2 | 0 | -2.8 | 1 | 0.4 | -2.9 | -1.8 | -4
COc1ccc(CCNC(=O)CCCc2nnc3n(C)c(=O)c4sccc4n23)cc1OC | 0 | 0.0 | 0.7 | 0.4 | 4 | 0.4 | 1 | 0.3 | -1.2 | -0.8 | -1
Cc1ccc(S(C)(=O)=NC(=O)NC(=O)c2c(F)cccc2Cl)cc1 (stereo not given) | -4 | 0.1 | 0.8 | 0.2 | 1 | -0.6 | -1 | 1.1 | 0.6 | -1.0 | -5

No new results follow: an excerpt of the list.
SMILES | SMARCA2 act | DAX1 inh-1 | DAX1 inh-2 | KLK7 zymogen act | GC-B act | hcDAF-12 act | NPR1 activator | GAA850 FXN act | hgDAF-12 ag | ssDAF-12 act | HGIII-sPLA2 inh
CCN1C(=O)[C@H]2[C@@H](c3ccc(-c4ccc5c(c4)OCO5)cc3)N3CCC[C@@]3(C(=O)OC)[C@H]2C1=O | 3 | -0.5 | 1.2 | 4.3 | 5 | 0.1 | 3 | 1.2 | -0.7 | -1.3 | -7
Cc1ccc(OCC(=O)NCc2ccccc2)c([N+](=O)[O-])n1 | -2 | 0.0 | 0.1 | -0.8 | 0 | -0.5 | 4 | 4.7 | 0.2 | -1.5 | -4
Nc1nc(SCC(=O)N2CCCC2)[nH]c(=O)c1-c1ccccc1 | 0 | -0.6 | 0.6 | -1.0 | 4 | -0.8 | 0 | -0.8 | -1.1 | -1.2 | 7

Screening results: PubChem, several laboratories
